# Screening results (PubChem BioAssay)
# VIM-2 inhibitor – blocks Pseudomonas aeruginosa VIM-2 metallo-beta-lactamase. purified VIM-2, nitrocefin hydrolysis, epi-absorbance fluorescence. inhibition, % at 5.6 µM. 290,000 tested, 0.89% active;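 active means inhibition above the mean of all tested compounds plus 3 SD, cutoff set per screening run, cut at about 7.5% in these data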;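 further: red hydrolysis product quenches plate fluorescence so inhibitors raise well fluorescence; 0% = enzyme with DMSO and 100% = DMSO without enzyme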
# GPR7 antagonist – blocks human GPR7 receptor signaling. GPR7-expressing cells, fluorescence antagonist assay. inhibition, % at 4.4 µM. 290,000 tested, 1.1% active. AID 1861; in the data active means inhibition above about 16%, passing the limit was not always enough;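 further: cells stimulated with the agonist NPW; 0% = agonist with vehicle and 100% = vehicle without agonist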
# IDE inh – inhibits human insulin-degrading enzyme in HEK cells; P14735; FAbetaB cleavage, fluorescence polarization; inhibition, % at 5.59 µM; 320,000 tested, 0.41% active;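 active means percent inhibition above the average of all tested compounds plus 3 SD, set per screening campaign, cut at about 16% in these data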;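 further: IDE supplied by intact live HEK cells; FP after avidin binding of uncleaved biotin substrate so inhibition keeps polarization high; 0% = DMSO wells and 100% = 60 µM reference IDE inhibitor Ii1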
# Target sequence (P14735 whole entry, looked up): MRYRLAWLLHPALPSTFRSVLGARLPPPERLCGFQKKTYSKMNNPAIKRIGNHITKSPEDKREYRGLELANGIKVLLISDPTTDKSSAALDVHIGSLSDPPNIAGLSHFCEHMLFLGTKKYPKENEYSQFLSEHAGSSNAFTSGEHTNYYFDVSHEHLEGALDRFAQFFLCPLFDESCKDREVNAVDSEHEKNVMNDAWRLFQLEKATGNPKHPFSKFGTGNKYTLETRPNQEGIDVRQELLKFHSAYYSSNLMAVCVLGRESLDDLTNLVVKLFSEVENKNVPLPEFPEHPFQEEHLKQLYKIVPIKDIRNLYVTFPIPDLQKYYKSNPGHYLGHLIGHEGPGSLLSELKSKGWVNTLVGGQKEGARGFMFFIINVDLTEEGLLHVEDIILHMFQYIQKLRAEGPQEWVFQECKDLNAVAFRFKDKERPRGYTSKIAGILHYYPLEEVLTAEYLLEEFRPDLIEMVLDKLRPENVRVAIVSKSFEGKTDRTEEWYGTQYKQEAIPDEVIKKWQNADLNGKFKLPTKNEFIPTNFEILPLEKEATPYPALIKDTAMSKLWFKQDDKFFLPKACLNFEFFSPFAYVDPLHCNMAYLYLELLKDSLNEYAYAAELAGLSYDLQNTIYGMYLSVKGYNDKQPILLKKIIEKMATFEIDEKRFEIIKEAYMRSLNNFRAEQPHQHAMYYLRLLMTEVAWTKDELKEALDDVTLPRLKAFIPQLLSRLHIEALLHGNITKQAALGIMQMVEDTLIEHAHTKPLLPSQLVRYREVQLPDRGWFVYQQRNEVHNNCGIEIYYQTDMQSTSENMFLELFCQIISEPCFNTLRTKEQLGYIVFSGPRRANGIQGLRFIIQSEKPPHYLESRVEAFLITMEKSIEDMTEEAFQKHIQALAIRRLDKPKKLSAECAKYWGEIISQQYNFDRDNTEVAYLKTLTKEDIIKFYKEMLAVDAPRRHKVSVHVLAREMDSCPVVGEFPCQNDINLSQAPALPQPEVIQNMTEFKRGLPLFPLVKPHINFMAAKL
# NALP1 inh – blocks the NALP1 inflammasome reconstituted in yeast; S. cerevisiae NALP1/ASC/caspase-1 growth, X-gal OD620, 72 h; inhibition, % at 10 µM; 280,000 tested, 0.61% active; in the data active means inhibition mostly above about 24%, no sharp cut-off; inactive means mostly below about 32%; further: some compounds called inactive have numbers as strong as hits
# IMP-1 inh – blocks Pseudomonas aeruginosa IMP-1 metallo-beta-lactamase; purified IMP-1, nitrocefin hydrolysis, epi-absorbance fluorescence; inhibition, % at 5.6 µM; 290,000 tested, 0.45% active;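 active means inhibition above the mean plus 3 SD of all compounds in the same screening run, cut at about 4.5% in these data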;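 further: 0% = IMP-1 with DMSO and 100% = DMSO wells lacking enzyme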
#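 Assay system: purified IMP-1; Quantity: IMP-1 0.2 nM before substrate addition; Medium: HEPES buffer pH 7.1 with ZnSO4 and Brij 35; Incubation: 15 min enzyme–compound preincubation, then 25 min nitrocefin reaction, 25 °C; Signal: fluorescence quenching readout, ex 480/em 530 nm; Controls: DMSO with and without IMP-1; Repeats: singlicate testing.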
# IDE cell activ – IDE (human) activation, cell-based; P14735; activation, % at 5.96 µM; HEK cells, FAbeta-B cleavage, fluorescence polarization; 0% vehicle, 100% cell-free pure enzyme wells; AID 493087; 340,000 tested, 0.073% active;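 active means activation above the mean of all tested compounds plus 3 SD, set per screening campaign, cut at about 17% in these data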
# M18AAP inhibitor – PfM18AAP enzyme inhibition; recombinant PfM18AAP, H-Glu-NHMec fluorogenic cleavage; inhibition, % at 7.35 µM; 290,000 tested, 1.2% active;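 active means inhibition above the campaign mean inhibition over all tested compounds plus 3 SD, cut at about 28% in these data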;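 further: 0% = plate median of test compound wells and 100% = 2 mM ZnCl2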
# PHOSPHO1 block – blocks human PHOSPHO1 phosphatase activity. AID 1565. 290,000 tested, 1.1% active. inhibition, % at 13.3 µM. Q8TCT1. recombinant PHOSPHO1, absorbance phosphatase assay; in the data active means inhibition above about 60%
# p-CIP stab down – lowers stability of the mouse p/CIP coactivator protein | Q05BA5 | F442A p/CIP-EGFP cells, EGFP fluorescence, 16 h | decrease of EGFP signal, % at 10 µM | 290,000 tested, 0.01% active;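 active means EGFP signal decrease of at least 30% at 10 µM or well 3 SD below plate mean, unless failing retest; inactive means the rest, including hits failing retest or dose response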; further: some compounds called inactive have numbers as strong as hits; many of its hits are not listed in these tables
# An asterisk follows results filed as active; nt = not tested or not shown.
SMILES,VIM-2 inhibitor,GPR7 antagonist,IDE inh,NALP1 inh,IMP-1 inh,IDE cell activ,M18AAP inhibitor,PHOSPHO1 block,p-CIP stab down
Cc1ccc(C(c2sc3nc(C)nn3c2O)N2CCN(c3ccccc3)CC2)cc1 (centres undefined),-1.4,-7.8,-1.8,1.4,0.4,1.4,-0.1,23.5,3.5
CCc1ccc(CN(C)C(=O)c2cc(COc3ccc(-n4cncn4)cc3)on2)cc1,-1.8,12.9,-0.3,14.3,-1.1,2.4,-1.9,44.5,0.4
C/C(CC(=O)Nc1cccc(Cl)c1C)=N\NC(=O)Cc1csc(N)n1,-1.1,0.5,2.8,-11.9,-2.2,-1.3,-6.1,-2.1,-4.2
O=C(Nc1ccc(Cl)c(Cl)c1)N1CCSCC1,-2.8,3.7,2.8,15.8,2.9,-6.8,-8.9,21.9,-12.3
CCc1nnc(SCC(=O)NC2CCCCC2)nc1CC,-2.0,-2.7,6.0,13.9,-2.0,8.1,-2.3,-3.3,-2.7
O=C(N/N=C/c1ccc2ncccc2c1)c1ccco1,1.0,-3.0,3.8,5.1,-0.6,2.6,-0.8,16.1,3.4
COc1ccc(Oc2nc3c(c(=O)n(C)c(=O)n3C)n2C)cc1,2.3,-14.2,3.2,18.8,-2.9,-0.3,0.1,3.1,-3.0
Cc1ccccc1N1OC2C(=O)N(c3ccc(F)cc3)C(=O)C2C1c1ccccn1 (centres undefined),-4.7,-3.7,-4.6,11.7,-4.5,-1.6,5.6,3.5,4.8
O=C(COc1ccccc1Cl)NC(=S)N1CCc2ccccc21,-4.5,-7.1,-4.7,17.8,-2.0,2.0,-7.6,-67.1,-10.1
CC1CC2=C(CC1/C=N/NC(N)=S)C(C)(C)CCC2 (centres undefined),-5.6,12.4,1.7,16.9,-2.5,-2.9,30.5*,2.6,-3.8
O=C(c1ccc(Cl)cc1)[C@@H]1[C@@H]2C(=O)N(c3ccc(Cl)cc3)C(=O)[C@@H]2C2c3ccccc3C=NN21 (some centres undefined),-2.1,2.2,2.9,38.4,-1.0,-7.5,-14.2,7.4,-34.3
CC(=O)Oc1ccc(C(=O)Nc2cccc(C(=O)NC(C)(C)C)c2)cc1,-7.5,-4.5,10.4,6.2,-5.0,9.7,6.3,-12.6,4.4

# Retrieved one by one from the entries so far (6):
SMILES,VIM-2 inhibitor,GPR7 antagonist,IDE inh,NALP1 inh,IMP-1 inh,IDE cell activ,M18AAP inhibitor,PHOSPHO1 block,p-CIP stab down
CCc1ccc(CN(C)C(=O)c2cc(COc3ccc(-n4cncn4)cc3)on2)cc1,-1.8,12.9,-0.3,14.3,-1.1,2.4,-1.9,44.5,0.4
C/C(CC(=O)Nc1cccc(Cl)c1C)=N\NC(=O)Cc1csc(N)n1,-1.1,0.5,2.8,-11.9,-2.2,-1.3,-6.1,-2.1,-4.2
CC(=O)Oc1ccc(C(=O)Nc2cccc(C(=O)NC(C)(C)C)c2)cc1,-7.5,-4.5,10.4,6.2,-5.0,9.7,6.3,-12.6,4.4
O=C(COc1ccccc1Cl)NC(=S)N1CCc2ccccc21,-4.5,-7.1,-4.7,17.8,-2.0,2.0,-7.6,-67.1,-10.1
O=C(Nc1ccc(Cl)c(Cl)c1)N1CCSCC1,-2.8,3.7,2.8,15.8,2.9,-6.8,-8.9,21.9,-12.3
O=C(N/N=C/c1ccc2ncccc2c1)c1ccco1,1.0,-3.0,3.8,5.1,-0.6,2.6,-0.8,16.1,3.4

# (continued)
SMILES,VIM-2 inhibitor,GPR7 antagonist,IDE inh,NALP1 inh,IMP-1 inh,IDE cell activ,M18AAP inhibitor,PHOSPHO1 block,p-CIP stab down
CC(C)=CCCC(C)CN1CCC(n2nccc2NC(=O)C2CCCC2)CC1 (centres undefined),0.0,-11.7,0.0,4.6,-0.7,2.5,-2.8,41.4,-7.2
c1ccc2c(Nc3ccc4c(c3)OCCO4)c3c(nc2c1)CCC3,8.2*,6.2,1.3,25.0,-1.8,2.0,14.3,34.9,-17.4
Cc1ccc(CNC(=O)CCNC(=O)N2CCn3c2nc2ccccc23)cc1,-1.4,-4.0,-1.6,14.8,-1.5,7.6,-0.6,18.4,-13.1
N#Cc1c(-c2ccccc2)cc(C2CC2)nc1SCC(=O)O,-2.3,-3.2,0.1,20.7,-3.9,-6.3,-1.2,-8.7,-4.8
CCn1c(O)c(N=NC(=S)NCC2CCCO2)c2ccccc21 (centres undefined),-1.8,-3.4,2.7,-7.0,-2.3,5.0,-4.3,16.1,-2.4
ONC(=Nc1ccccc1Cl)c1ccccc1Cl,0.1,-9.3,5.1,21.3,-0.7,10.0,13.3,3.3,-13.1
CCOc1ccccc1CNC(=O)C1Cc2cc(S(=O)(=O)N3CCCCC3)ccc2N1C(C)=O (centres undefined),-1.3,-6.7,6.1,-5.2,-3.0,8.0,1.4,27.6,-11.8
CCOc1cc(C2C(C(=O)OCC(C)C)=C(C)N=C3SCCC(=O)N32)ccc1OC(C)=O (centres undefined),-4.2,-3.3,-4.9,5.5,3.1,7.2,2.9,2.3,-1.3
Cc1ccc(N(CC(=O)NC2CCCC2)C(=O)CCCC(=O)Nc2ccccn2)cc1C,0.4,-3.0,4.8,1.3,-2.6,-1.4,-20.7,10.1,2.4
CCN(CC)C1=N/C(=C\c2ccco2)C(=O)N1c1ccccc1,-3.8,-7.3,1.4,32.7,-2.8,2.4,11.3,8.7,-5.7
CCOc1ccc(CCNC(=O)c2nnc(Cc3ccc(F)cc3)o2)cc1OCC,-1.5,1.3,3.3,14.6,0.0,0.3,3.1,13.6,1.8
COc1cc2nc(SCC(=O)c3ccc(Br)cc3)n3nc(C)nc3c2cc1OC,-4.5,-0.5,4.0,5.1,-3.2,-1.3,3.0,-22.0,-11.8
Cc1c(Cl)c(-c2n[nH]c(=S)n2-c2ccc(F)cc2)nn1C,16.2*,-12.4,-2.2,-19.0,-3.0,-8.7,7.9,101.1*,3.9
CCOC(=O)c1[nH]c2ccccc2c1NC(=O)CCN1CCN(C(=O)OCC)CC1,-3.7,-1.9,0.1,-8.8,-4.0,3.3,1.1,-2.3,-7.0
Cc1ccccc1Nc1nnc(SCC(=O)c2ccc(O)cc2O)s1,-2.5,3.1,2.6,11.1,-2.8,2.3,5.3,7.0,-5.7
CC(C)(CNS(C)(=O)=O)SCc1ccc(Cl)cc1,0.6,3.9,3.3,6.1,-1.2,7.0,-16.4,48.0,-8.2
COC(=O)c1ccc(NC(=O)CSCc2ccccc2)cc1,-1.6,9.4,1.5,-3.8,-2.9,-3.4,-0.6,4.6,-5.5
O=C1/C(=C\c2ccc(Br)cc2)SC(=S)N1NS(=O)(=O)c1ccccc1,-3.6,-11.8,-0.1,4.6,-1.7,0.5,4.2,28.0,7.6
CCCCCCn1c(N2CCC(C(N)=O)CC2)nc2c1c(=O)n(C)c(=O)n2C,-1.4,-3.7,1.7,11.1,-1.6,0.5,-11.3,10.6,-10.1
CCCC(C(=O)NC1CCCC1)N(CC1CCCO1)C(=O)CNS(=O)(=O)c1ccccc1 (centres undefined),1.1,3.1,-3.7,-3.8,-1.1,4.0,-14.0,8.0,-12.3
COc1ccc(CNC(=O)COc2cccnc2[N+](=O)[O-])cc1OC,0.8,19.7,-3.2,-58.7,2.1,4.5,-2.4,36.9,-12.3
Cc1cc(C)c(C(N)=O)c(NCCc2ccccc2)n1,3.9,-4.3,1.0,5.6,-1.6,6.7,5.4,44.9,0.5
COc1ccc(N(CC(=O)NC2CCCCCC2)S(=O)(=O)c2ccc(C)cc2)cc1OC,-0.5,8.6,3.2,1.8,-0.8,3.5,-2.3,-0.6,0.3
CCN(CC(=O)NC1CC1)S(=O)(=O)c1ccc(OC)cc1,-0.4,-6.9,3.4,-2.1,-1.6,-1.7,-3.8,3.4,1.6
CCC(C)c1ccc(N(CC(=O)NC(C)(C)C)C(=O)CNC(=O)c2cccs2)cc1 (centres undefined),-4.1,-2.3,4.2,11.5,-2.1,5.2,3.4,2.2,-7.1
COc1ccc(NC(=O)CS(=O)(=O)c2ccc(C)cc2)c(OC)c1,-0.5,-12.9,3.5,1.6,1.5,1.6,-11.0,-31.5,-3.9
Cc1ccc(C)c(N2CCN(C(=O)CN(C)S(=O)(=O)c3cnc[nH]3)CC2)c1,-0.4,-1.8,2.1,14.0,1.1,2.2,-4.0,18.5,-5.4
COC(=O)Nc1nnc(CCc2ccccc2)s1,-1.1,-10.7,-1.1,28.1,-6.6,-1.5,9.7,45.1,5.8
CCOC(=O)c1ccccc1Cc1nc2ccccc2c(=O)[nH]1,-2.1,-0.4,11.0,18.9,-1.3,3.0,-3.5,-1.0,1.1
CCn1c(NC(=O)c2ccc(C)cc2)c2ccccc2nc1=O,4.2,31.8*,-1.9,39.4,0.7,-4.8,-1.5,21.1,5.1
Cc1ccc(C2CC(=O)N(c3ccc(F)cc3)C3=C2C(=O)CCC3)cc1 (centres undefined),-0.4,3.6,0.1,17.6,-1.3,-6.4,-1.2,23.5,-13.4
CCCS(=O)(=O)N1CCN(Cc2ccccc2[N+](=O)[O-])CC1,-3.5,15.6,-3.1,11.7,-3.5,-1.9,0.4,54.2,-28.2
CCn1c(SCc2nc(-c3ccc(Cl)cc3)no2)nnc1-c1ccco1,-3.3,-5.1,2.5,15.0,-2.5,3.1,-7.4,17.7,5.5
Cc1ccc(-n2c(SCC(=O)NCc3ccco3)nc3c(sc4ccccc43)c2=O)cc1,0.6,-3.1,-0.6,31.2,-1.6,0.5,-1.1,-6.4,-19.2
O=C(CSc1nnc(COc2cccc3ccccc23)o1)N1c2ccccc2CCc2ccccc21,-3.2,-0.1,3.3,17.6,-1.3,4.0,-0.9,2.2,0.4
O=C(NCc1cccs1)C1CCC(=O)N(Cc2cccc(C(F)(F)F)c2)C1 (centres undefined),-0.3,8.0,-5.1,23.9,1.9,6.3,-7.2,32.7,-0.4
COc1ccc(S(=O)(=O)N(CC(=O)N2CCOCC2)Cc2ccccc2)cc1C,-0.1,-13.9,0.8,48.9,-2.5,-5.9,-7.4,0.9,5.2
CCCNC(=O)CCc1c(C)nc2c(c(C)nn2-c2ccc(C)cc2)c1C,-2.1,-8.2,3.7,6.1,-0.9,0.6,-1.5,23.9,1.2
Cn1cccc1C(=O)NCc1ccc(Cl)cc1,-0.6,-11.1,-4.5,14.8,-2.0,-2.4,-9.6,36.0,-7.7
COc1ccc(C2CC(c3cccc(Cl)c3)n3nc(N)nc3N2)cc1 (centres undefined),-2.1,-1.6,-5.5,35.0,-4.5,2.1,4.5,2.0,-3.5
COCC1CCN(c2nc3nonc3nc2N2CCSCC2)C1 (centres undefined),0.7,-14.3,-0.2,8.1,0.1,3.4,2.0,30.4,8.8
COC(=O)c1ccc(-c2noc(CN(Cc3ccncc3)CC3CCCO3)n2)cc1 (centres undefined),-3.0,-8.5,-1.8,-8.4,-2.8,-5.9,2.2,-5.7,-9.8
CCC(C)c1ccc(NC(=O)N2CCOCC2)cc1 (centres undefined),0.6,4.2,0.1,9.7,0.8,3.2,-14.8,nt,9.7
O=C(O)c1ccc(CSc2nnnn2-c2ccc(F)cc2)cc1,-0.7,-3.1,-0.1,-8.1,-3.9,5.5,-1.4,37.3,-0.3
